# Screens deposited in PubChem by NMMLSC.
# Rab7 wt modul: modulators of GTP binding to Rab7, primary screen, biochemical, wildtype, multiplex bead flow cytometry. Rab7 GTPase wild type (dog), Bodipy-FL-GTP binding. GST-Rab7 beads, fluorescent GTP binding; actives lie on both sides; untreated = 100%, excess cold GTP = 0%. GTP binding activity (percent of control), % at 10 µM. 0.055% of 190,000 active;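 active = fluorescent GTP binding to Rab7 beads changed by at least 20 points from the 100% baseline, either direction, mostly lower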;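 note: median green fluorescence of bound Bodipy-FL-GTP per Rab7 bead population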
# Bcl-W Bim block: inhibitors of Bim binding to Bcl-W, primary screen, biochemical, multiplexed, bead-based flow cytometry; inhibition, % at 10 µM; 0.02% of 190,000 active; Bim peptide-Bcl-W binding;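 note: 0% = bound tracer without compound and 100% = peptide blocker; higher means less fluorescent Bim peptide bound to Bcl-W beads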
# Target sequence (Q92843 whole entry, looked up): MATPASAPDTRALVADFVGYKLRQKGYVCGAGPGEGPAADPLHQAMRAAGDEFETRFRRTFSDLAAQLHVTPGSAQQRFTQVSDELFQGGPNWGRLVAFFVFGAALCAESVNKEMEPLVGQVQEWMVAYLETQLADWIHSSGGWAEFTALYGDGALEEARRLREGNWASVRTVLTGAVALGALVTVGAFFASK
# HRas wt GTP bind: modulators of GTP binding to HRas wildtype, primary screen, biochemical, bead-based flow cytometry, multiplex; GTPase HRas (Homo sapiens), P01112; 0.14% of 190,000 active; AID 759, 2007; GTP binding activity, % at 10 µM; GST-Ras wt beads, Bodipy-FL-GTP binding; actives lie on both sides;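 active = GTP binding activity at least 20% away from the 100% baseline, either lowered as inhibitor or raised as activator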;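 note: 0% = unlabeled GTP competition control and 100% = no-compound control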
# Target sequence (P01112 whole entry, looked up): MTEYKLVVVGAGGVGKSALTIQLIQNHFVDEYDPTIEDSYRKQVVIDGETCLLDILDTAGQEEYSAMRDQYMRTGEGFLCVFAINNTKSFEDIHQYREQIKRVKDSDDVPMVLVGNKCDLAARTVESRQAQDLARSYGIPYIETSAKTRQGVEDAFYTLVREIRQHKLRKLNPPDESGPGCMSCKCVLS
# Rac1 act GTP bind: GTP binding modulators of activated mutant Rac1, primary screen, biochemical, bead-based flow cytometry, multiplex, fluorescent GTP. GST-Rac1 activated beads; actives lie on both sides; 100% means binding = to untreated wells. percent activity (GTP binding), % at 10 µM. 0.11% of 190,000 active. AID 764, 2007;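 active = GTP binding at least 20 percentage points away from the 100% baseline, in either direction, so actives lie on both sides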
# Rac1 wt GTP bind: wildtype Rac1 GTP binding modulators, primary screen, biochemical, GST-Rac1 beads, flow cytometry, multiplex | GTP binding activity (% of control), % at 10 µM | fluorescent GTP binding; actives lie on both sides; 0 = cold GTP competed, 100 = untreated | 0.27% of 190,000 active | AID 757, 2007 | Ras-related C3 botulinum toxin substrate 1 (Homo sapiens), P63000;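 active = GTP binding activity at least 20 points away from the 100% control level, either lower or higher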
# Bim-Bcl-B: inhibitors of Bim-Bcl-B binding, primary screen, biochemical, multiplexed, human Bcl-2 family; 0.073% of 190,000 active; Bcl-2-like protein 10 (Homo sapiens), Q9HD36; bead-based flow cytometry, Bim peptide-Bcl-B binding; inhibition, % at 10 µM;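 note: 0% = tracer peptide without compound and 100% = reference inhibitor peptide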
# Target sequence (Q9HD36 whole entry, looked up): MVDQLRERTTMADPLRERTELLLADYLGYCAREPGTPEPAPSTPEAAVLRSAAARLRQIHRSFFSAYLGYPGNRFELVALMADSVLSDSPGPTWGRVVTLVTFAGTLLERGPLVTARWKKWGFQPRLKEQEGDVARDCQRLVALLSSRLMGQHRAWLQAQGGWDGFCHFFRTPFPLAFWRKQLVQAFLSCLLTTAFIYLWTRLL
# Bim-Bcl-2: inhibitors of Bim-Bcl-2 binding, primary screen, biochemical, multiplexed, human Bcl-2 family; inhibition, % at 10 µM; 0.06% of 190,000 active; Apoptosis regulator Bcl-2 (Homo sapiens), P10415; Bead-based flow cytometry, Bim peptide-Bcl-2 binding; in the data active = inhibition above about 40%;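 note: 0% = no compound wells with probe peptide and 100% = reference peptide inhibitor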
# Target sequence (P10415 whole entry, looked up): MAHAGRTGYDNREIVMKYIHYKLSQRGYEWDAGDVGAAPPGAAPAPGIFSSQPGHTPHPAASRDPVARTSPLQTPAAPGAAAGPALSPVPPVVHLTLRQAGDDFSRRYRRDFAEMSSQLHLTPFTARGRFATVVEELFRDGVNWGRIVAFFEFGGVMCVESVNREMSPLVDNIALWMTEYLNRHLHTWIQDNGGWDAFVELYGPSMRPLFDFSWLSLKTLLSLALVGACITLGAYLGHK
# Rab2A wt mod: modulators of GTP binding to Rab2A wildtype, primary screen, biochemical, dog, bead-based flow cytometry, multiplex; 0.19% of 190,000 active; GST-Rab2 wt beads, Bodipy-GTP binding; GTP binding activity, % at 10 µM; AID 760, 2007;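 active = GTP binding activity at least 20 points away from 100%, either lowered or raised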;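 note: 0% = beads with excess unlabeled GTP and 100% = no-compound control corrected for plate trend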
# Bfl-1 Bim block: inhibitors of Bim binding to Bfl-1, primary screen, biochemical, multiplexed, bead-based flow cytometry; Bcl-2-related protein A1 (Homo sapiens), Q16548; Bim-Bfl-1 binding inhibition; inhibition, % at 10 µM; 0.12% of 190,000 active; AID 1008, 2008;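 note: 0% = wells without compound plus tracer and 100% = blocker peptide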
# Bcl-XL Bim block: inhibitors of Bim-Bcl-XL binding, primary screen, biochemical, multiplexed, bead flow cytometry, human Bcl-XL; Bcl-2-like protein 1 (Homo sapiens), Q07817; Bim peptide-Bcl-XL binding, fluorescence; inhibition, % at 10 µM; 0.04% of 190,000 active
# Target sequence (Q07817 whole entry, looked up): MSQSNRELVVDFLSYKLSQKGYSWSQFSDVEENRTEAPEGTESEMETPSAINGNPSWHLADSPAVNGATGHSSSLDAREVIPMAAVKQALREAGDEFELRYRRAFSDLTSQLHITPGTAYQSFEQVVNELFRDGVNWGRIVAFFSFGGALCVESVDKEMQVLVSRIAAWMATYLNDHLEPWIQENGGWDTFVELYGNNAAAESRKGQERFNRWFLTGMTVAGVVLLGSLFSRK
# Cdc42 wt GTP: modulators of GTP binding to wildtype Cdc42, primary screen, biochemical, multiplex bead flow cytometry, Bodipy-GTP; GST-Cdc42 beads; actives lie on both sides; AID 761, 2007; percent activity (GTP binding), % at 10 µM; Cell division control protein 42 homolog (Homo sapiens), P60953; 0.2% of 190,000 active;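 active = percent activity GTP binding at least 20 points away from the 100% baseline, either down as inhibitor or up as activator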;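 note: median bead fluorescence of bound Bodipy-FL-GTP at 100 nM; 0% = excess unlabeled GTP control and 100% = no compound control; below 100% means less GTP binding so inhibitor and above means activator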
# An asterisk follows results filed as active. Cut-off read from the data, not from the text of the source, unless noted: active = inhibition above about 40%.
SMILES,Rab7 wt modul,Bcl-W Bim block,HRas wt GTP bind,Rac1 act GTP bind,Rac1 wt GTP bind,Bim-Bcl-B,Bim-Bcl-2,Rab2A wt mod,Bfl-1 Bim block,Bcl-XL Bim block,Cdc42 wt GTP
C/C(CC(=O)NCc1ccco1)=N\NC(=O)Cc1ccc(Cl)cc1,103,-1,102,100,103,-1,-2,102,1,2,103
CCOC(=O)c1sc(NC(=O)CCN2CCN(CC)CC2)c(C(=O)OCC)c1C,90,1,91,96,98,0,1,93,-4,-1,93
COc1ccc(C2=NC(CO)(CO)CO2)cc1,106,-1,99,93,98,-2,-2,101,-6,-4,98
CCS(=O)(=O)N1N=C(c2ccc(NS(C)(=O)=O)cc2)CC1c1ccccc1 (stereo not given),99,-3,101,99,102,-8,0,99,-1,-5,97
CCOC(=O)c1ccccc1NC(=O)COC(=O)C1=COCCO1,100,0,102,103,104,1,-1,103,-1,-2,104
CC(=O)c1ccc(N2Cc3ccccc3/C2=N\C(=O)Nc2ccc(Cl)cc2)cc1,103,-4,103,99,102,-7,0,99,0,-6,103
Cc1c(CNC2CCCC2)c(C(=O)O)c(C)n1Cc1ccccc1,100,-3,100,100,103,-2,-1,100,0,-2,101
CC(C)c1cc(=O)n2[nH]c(N)nc2n1,106,1,99,97,99,-2,1,98,-4,0,97
C=CC[n+]1c(-c2ccc(Cl)cc2Cl)csc1Nc1ccc(NC(C)=O)cc1,98,-5,89,87,86,-6,-4,88,-5,-3,85
CC(c1ccccc1)N1C(=O)c2ccccc2C1O (stereo not given),105,2,101,99,104,-6,-6,102,-12,-1,102
CCCCN1C(=O)C(O)(CC(=O)c2ccco2)c2cc(Br)ccc21 (stereo not given),101,-7,98,94,100,-11,-8,99,-6,-14,95
CCC1Sc2ccccc2N(CC(=O)NC2CC2)C1=O (stereo not given),109,1,99,94,101,-3,-4,98,-4,0,101
Cc1ccnc(NC(=O)CN2C(=O)c3ccccc3C2=O)c1,110,0,100,97,98,-1,-3,101,-4,-2,95
CC(C)CC(=O)Nc1cccc(NC(=O)c2ccccc2Cl)c1,99,-3,99,97,103,-3,0,97,0,-4,103
Cc1cccc(N(C(=O)CNC(=O)c2ccco2)C(C(=O)NC2CCCC2)c2ccncc2)c1 (stereo not given),98,-3,100,98,102,-6,5,99,2,-6,100
O=C(CCc1ccccc1)N1CCN(c2ccccc2F)CC1,94,0,96,93,102,1,0,93,4,0,93
CN1CCC(N(C)C(=O)CNC(=O)c2ccc(C(C)(C)C)cc2)CC1,105,-4,100,93,101,-7,-1,97,-5,-1,96
COc1ccc(C(C(=O)NC2CCCCC2)N(C(=O)Cc2c[nH]c3ccccc23)c2ccccc2)cc1OC (stereo not given),99,9,102,99,102,6,11,100,13,10,94
N=c1n(Cc2ccc(Cl)cc2)c2ccccc2n1CC(O)c1ccco1 (stereo not given),101,-2,102,96,98,-1,-1,98,-1,-3,102
O=C(CSc1cccc2cccc(Cl)c12)NC1=NCCS1,100,1,98,99,103,6,3,98,5,2,99
Oc1ccc(CN2CCC(Cc3ccccc3)CC2)c2cccnc12,103,-4,99,96,103,-5,-5,101,-7,-6,99
CSc1ccccc1C(=O)NCCSC(C)(C)C,102,0,98,96,103,-1,-5,100,-5,-3,98
Cc1ccc(S(=O)(=O)N2CCN(S(=O)(=O)c3ccc(C)cc3)C2c2ccccc2)cc1,106,-2,105,98,103,-4,-4,104,-2,-2,104
COc1ccc(CCNC(=O)Cc2cc(OC)c(OC)cc2[N+](=O)[O-])cc1OC,96,-5,95,102,111,0,0,100,-1,-6,102
Cc1c(Cl)cccc1NC(=O)Nc1ccn(C)n1,98,-3,102,100,105,-4,5,100,0,-2,102
SMILES,Rab7 wt modul,Bcl-W Bim block,HRas wt GTP bind,Rac1 act GTP bind,Rac1 wt GTP bind,Bim-Bcl-B,Bim-Bcl-2,Rab2A wt mod,Bfl-1 Bim block,Bcl-XL Bim block,Cdc42 wt GTP
COc1ccc(N=Cc2c(C)[nH][nH]c2=O)cc1,105,0,98,95,95,-4,-6,98,-6,0,98
O=C(OC1C2CCC1C1CN(CCc3ccccc3)CC12)c1ccccc1 (stereo not given),98,-2,104,103,109,-4,-1,105,0,-5,109
CCCNC(=O)Nc1cc(OCC)c(N2CCOCC2)cc1OCC,99,-1,100,102,103,-7,-9,100,-15,-7,103
Cc1ccc(S(=O)(=O)NCC(=O)NCC(=O)OCC(=O)N2CC(=O)Nc3ccccc32)cc1C,94,-1,100,95,98,-2,-2,97,-6,-1,97
CC1(C)CC(=O)c2sc(N)nc2C1,99,1,102,98,104,-4,-2,100,-5,1,102
COc1ccccc1-c1csc(NC(=O)c2cc(-c3cccs3)nc3ccccc23)n1,99,0,104,102,105,-5,-4,102,0,-2,101
CNc1ccncc1S(=O)(=O)NC,98,-4,98,100,102,0,-5,93,-2,-1,97
O=C(Nc1cccc2ncccc12)c1ccc2c(c1)OCCO2,99,0,100,98,102,-8,-12,99,-13,-5,100
COc1ccc(C2OC[C@H]3O[C@H](O)[C@H](NC(C)=O)[C@@H](O)[C@@H]3O2)cc1 (stereo not given in full),105,0,103,97,99,-3,-1,101,-5,1,99
CC1CCCC/C1=N\NC(=S)Nc1ccccc1 (stereo not given),92,2,95,94,97,-10,-1,92,0,-1,95
Cc1ccc(OCC(O)Cn2c3ccccc3c3ccccc32)cc1 (stereo not given),102,0,103,102,101,3,1,103,1,0,104
O=C(Nc1ccc(O)cc1C(=O)O)c1ccc2c(c1)C(=O)N(Cc1ccco1)C2=O,90,0,93,93,91,-7,-11,93,-14,-3,92
COc1ccccc1C(=O)N1CCNC(=O)C1CC(=O)Nc1ccc(Cl)cc1 (stereo not given),95,0,99,97,98,-11,-9,96,-15,-7,98
CCOC(=O)c1cc(-c2ccccc2)sc1NC(=O)COC(=O)c1cccc(S(N)(=O)=O)c1,94,-3,95,98,99,-1,-3,97,-3,-3,96
COC(=O)c1ccccc1NC(=O)CN(C)S(=O)(=O)c1cc(C)ccc1OC,101,-3,102,100,106,-5,0,100,-13,-8,106
Cc1noc(C)c1C(=O)N1CCOCC1,100,3,98,98,100,-6,-7,97,-8,0,99
Cc1noc(C)c1COC(=O)c1ccc(S(=O)(=O)NCc2ccco2)cc1,96,0,98,97,95,-2,-4,99,-8,-2,100
Cc1ccc(Nc2nc3ccccc3[nH]2)nc1,98,0,98,100,103,-6,0,98,-1,-5,101
CCc1nc(NCCN)c(C#N)c2c1CSC(C)(C)C2,97,0,100,99,97,-4,-8,99,-10,11,101
CCCCn1c(SCC(=O)N(CC)C2CCS(=O)(=O)C2)nnc1C(CC)N(C)C (stereo not given),98,0,99,95,98,-5,-4,97,-3,0,101
CC(NC1CCCC1)C(=O)Nc1ccccc1-c1ccccc1 (stereo not given),97,-1,96,94,96,0,0,94,0,-1,97
Cc1ccc2cccc(OCC(=O)N3CCc4ccccc43)c2n1,95,0,96,95,101,-1,-3,98,-6,-1,100
Cc1c(N(C)C(=O)C2CCCN2S(=O)(=O)c2ccccc2)c(=O)n(-c2ccccc2)n1C (stereo not given),101,1,100,98,103,2,-3,100,0,-8,100
CCOc1ccc(C(=O)NCCC2=CCCCC2)cc1OCC,107,0,98,94,99,-4,0,101,-5,-3,99
Cc1ccc2c(c1)C(O)(CC(=O)c1cccc(-n3cccc3)c1)C(=O)N2 (stereo not given),106,-3,100,96,100,-3,-2,101,-4,-4,96

# Among those listed so far, these have a tert-butyl group:
SMILES,Rab7 wt modul,Bcl-W Bim block,HRas wt GTP bind,Rac1 act GTP bind,Rac1 wt GTP bind,Bim-Bcl-B,Bim-Bcl-2,Rab2A wt mod,Bfl-1 Bim block,Bcl-XL Bim block,Cdc42 wt GTP
CN1CCC(N(C)C(=O)CNC(=O)c2ccc(C(C)(C)C)cc2)CC1,105,-4,100,93,101,-7,-1,97,-5,-1,96
CSc1ccccc1C(=O)NCCSC(C)(C)C,102,0,98,96,103,-1,-5,100,-5,-3,98

# Some of these compounds in order of the Bcl-W Bim block value, largest number first:
compound	Bcl-W Bim block
O=C(CCc1ccccc1)N1CCN(c2ccccc2F)CC1	0
Cc1ccc(S(=O)(=O)NCC(=O)NCC(=O)OCC(=O)N2CC(=O)Nc3ccccc32)cc1C	-1
Cc1c(Cl)cccc1NC(=O)Nc1ccn(C)n1	-3

# Going on with the list.
SMILES,Rab7 wt modul,Bcl-W Bim block,HRas wt GTP bind,Rac1 act GTP bind,Rac1 wt GTP bind,Bim-Bcl-B,Bim-Bcl-2,Rab2A wt mod,Bfl-1 Bim block,Bcl-XL Bim block,Cdc42 wt GTP
COc1cccc(CNCCc2c[nH]c3ccccc23)c1OCc1ccccc1,100,20,98,99,105,16,24,98,31,32,100
O=C(O)CSc1nnc(-c2cc3ccccc3o2)n1-c1ccccc1,95,-2,95,91,93,-6,-7,95,-7,-8,96
CC1(C)NC(=O)N(CCOCCSc2ccccc2)C1=O,105,-2,106,103,111,-2,0,105,-1,-1,106
Cc1sc(NC(=O)Cn2nc(C(F)(F)F)cc2C)c(C(=O)OC(C)C)c1C,96,3,99,98,99,-4,-5,98,0,-2,97
COc1ccc(C2N=C(c3ccccc3)NC(c3ccccc3)=N2)cc1,99,-2,102,99,104,-4,6,103,0,-4,104
Cc1cc(=O)[nH]c(SCC(N)=O)c1C#N,97,-1,100,96,96,-4,0,95,-2,-1,97
O=C(c1ccccc1)N1CCN(c2ncnc3c(-c4ccccc4)nsc23)CC1,103,1,97,95,99,-5,-2,97,-4,0,97
CC(=O)N1c2ccccc2N(Cc2ccc(C)cc2C)C(=O)C1(C)C,98,2,99,96,103,-2,-5,100,-11,-1,101
CCOc1ccc(-n2c(SCC)nc3c(c2=O)SCC3)cc1,94,-1,96,94,96,-7,-8,96,-10,-1,97
CCOC(=O)Nc1ccc2c(c1)N(C(=O)CN(CC)CC)c1ccccc1C=C2,96,-3,99,97,98,-3,-4,98,-3,-3,102
COc1ccc(CCNC(=O)CS(=O)Cc2nc(-c3cccs3)oc2C)cc1OC (stereo not given),100,-5,103,102,102,-2,-7,105,-1,-4,104
COc1cc(-c2nnc(CSc3nnc(N)s3)o2)cc(OC)c1OC,98,-3,98,99,102,-1,0,99,0,-2,101
COc1ccc(Cc2nnc(NC(=O)c3ccccc3[N+](=O)[O-])s2)cc1,96,0,100,92,97,-1,-8,107,-6,-4,106
CN(C(=O)Cc1c[nH]c2ccccc12)C(C(=O)Nc1ccc2c(c1)OCO2)c1ccccc1 (stereo not given),97,7,103,99,100,3,1,100,3,3,102
CCOC(=O)C1=C(N)Oc2cc(C)n(C)c(=O)c2C1c1ccncc1 (stereo not given),101,-3,102,101,105,-6,-13,101,-19,-10,105
C=CCNC(=S)NNc1ncnc2sc3c(c12)CC(C)(C)OC3,102,0,97,98,99,-12,-5,100,-1,-4,99
